Fam108B inh = counter-screen for RBBP9 inhibitors: inhibitors of mouse Fam108B; recombinant Fam108B, FP-Rh probe fluorescence polarization; inhibition, % at 9.51 µM; 300,000 tested, 0.33% active; AID 1947;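 active means inhibition above the screen mean inhibition plus 3 SD, computed separately per campaign, cut at about 18% in these data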;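 further: inhibitors lower polarization as less probe binds the enzyme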
Bcl-xL primary = inhibitors of human Bcl-xL. 320,000 tested, 0.7% active. inhibition, % at 10.9 µM. Q07817. AID 2129. GST-Bcl-xL / FITC-Bim BH3 peptide fluorescence polarization;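 active means inhibition above the mean of all tested compounds plus 3 SD, cutoff set per campaign, cut at about 30% in these data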;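 further: 0% = DMSO wells and 100% = unlabeled Bim-BH3 peptide competitor; inhibitors lower millipolarization by displacing the labeled peptide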
GRK2 inh = blocks RNA aptamer binding to human GRK2; P25098; bead flow cytometry, FAM-aptamer displacement from GRK2; inhibition of aptamer binding, % at 10 µM; 330,000 tested, 0.59% active; AID 488847;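 active means inhibition of aptamer binding above 40%, roughly 3 SD of noise, on plates passing a quality check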;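 further: median bead fluorescence of bound FAM aptamer so fluorescent compounds give negative values; no value below 0 was filed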
VLA-4 inh = inhibition in a human VLA-4 binding assay | VLA-4 expressing cells, ligand binding flow cytometry | AID 2557 | 330,000 tested, 0.2% active | inhibition, % (about 7 µM as worked out from the volumes in the protocol); in the data active means inhibition above about 50%
MCL1 BIM primary = MCL1-BIM-BH3 interaction inhibition (human). GST-MCL1 / FITC-Bim-BH3 fluorescence polarization. inhibition, % at 10.9 µM. 320,000 tested, 0.68% active. AID 2057;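 active means inhibition above the mean inhibition of all tested compounds plus 3 SD, set per campaign, cut at about 40% in these data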;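 further: 0% = DMSO wells and 100% = unlabeled Bim-BH3 peptide control; higher means more loss of mP so more displacement of Bim peptide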
MEX-5 binding = C. elegans MEX-5 TCR-2 RNA binding activity; AID 1832; MEX-5/FITC-TCR2 RNA binding, fluorescence polarization; stronger effect = lower value; Q9XUB2; activity score (negative = inhibition of binding), % at 10 µM; 300,000 tested, 0.38% active;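 active means inhibition past about -25% in most replicates, and total fluorescence under double the plate's negative control median, limit read from the data; inconclusive means replicates evenly split on the limit, or fluorescence at least double controls; inactive means too little inhibition in most replicates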;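 further: 0% = DMSO and -100% = 5 µM competing unlabeled TCR2 RNA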
Target sequence (Q9XUB2 whole entry, looked up): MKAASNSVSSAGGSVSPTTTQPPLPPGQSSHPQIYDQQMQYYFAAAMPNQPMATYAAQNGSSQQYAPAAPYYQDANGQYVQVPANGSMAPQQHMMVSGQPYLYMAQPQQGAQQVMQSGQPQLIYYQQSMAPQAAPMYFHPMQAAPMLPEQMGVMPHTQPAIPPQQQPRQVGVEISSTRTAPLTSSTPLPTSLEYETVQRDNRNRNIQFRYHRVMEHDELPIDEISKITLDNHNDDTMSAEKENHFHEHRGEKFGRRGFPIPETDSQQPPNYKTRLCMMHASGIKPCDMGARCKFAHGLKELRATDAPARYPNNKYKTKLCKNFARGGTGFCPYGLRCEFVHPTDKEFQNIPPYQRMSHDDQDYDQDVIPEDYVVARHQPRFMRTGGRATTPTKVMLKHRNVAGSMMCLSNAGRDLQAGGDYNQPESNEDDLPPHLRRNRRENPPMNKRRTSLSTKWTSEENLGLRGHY
Efflux pump mplx = antifungal efflux pump inhibition, Nile Red retention; inhibition, % at 10 µM; S. cerevisiae Candida pump triplex; 330,000 tested, 0.44% active; AID 485275;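 active means plate passing quality check with inhibition over a set limit, or well fluorescence over plate mean plus 4 SD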;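 further: Nile Red retained in pooled yeast measured as flow cytometry median fluorescence; 0% = buffer negative control and 100% = Enniatin B positive control; higher means more Nile Red kept so more efflux inhibition; some compounds called inactive have numbers as strong as hits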
PME-1 primary = blocks human protein phosphatase methylesterase 1; AID 2130; 320,000 tested, 0.53% active; recombinant PME-1, FP-Rh probe fluorescence polarization; Q9Y570; inhibition, % at 5.9 µM;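 active means inhibition above the campaign mean of all compounds plus 3 SD, cut at about 26% in these data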;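 further: competitive labeling of PME-1 active site by serine hydrolase directed probe; 0% = PME-1 with DMSO and 100% = wells lacking PME-1 enzyme; inhibitors block probe labeling so polarization falls and inhibition rises; many of its hits are not listed in these tables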
GLD-1 RNA inh = GLD-1-TGE RNA interaction inhibition (C. elegans); purified GLD-1 + fluorescein TGE RNA, fluorescence polarization; AID 2280; Q17339; inhibition, % at 5.96 µM; 320,000 tested, 0.44% active;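 active means percent inhibition above a per-plate cutoff, the plate mean of test compounds plus 3 SD, cut at about 30% in these data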;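 further: 0% = DMSO wells with GLD-1 and probe and 100% = wells lacking GLD-1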
Target sequence (Q17339 whole entry, looked up): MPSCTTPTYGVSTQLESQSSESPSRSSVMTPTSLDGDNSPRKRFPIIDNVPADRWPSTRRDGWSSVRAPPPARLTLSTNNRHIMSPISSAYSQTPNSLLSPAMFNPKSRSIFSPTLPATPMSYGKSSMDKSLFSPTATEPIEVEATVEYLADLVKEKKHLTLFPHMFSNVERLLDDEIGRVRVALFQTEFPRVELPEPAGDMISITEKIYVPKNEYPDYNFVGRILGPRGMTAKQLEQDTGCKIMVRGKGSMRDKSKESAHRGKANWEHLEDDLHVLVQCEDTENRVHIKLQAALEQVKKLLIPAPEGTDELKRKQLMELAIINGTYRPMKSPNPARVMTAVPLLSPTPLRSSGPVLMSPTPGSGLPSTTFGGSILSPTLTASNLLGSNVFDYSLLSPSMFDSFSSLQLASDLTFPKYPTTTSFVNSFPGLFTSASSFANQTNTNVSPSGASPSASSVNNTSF
Active calls of the source: *; i = inactive; ? = inconclusive; / = no result given; + = active, no number. Only part of the results is shown. The share of hits here may be higher or lower than overall.

SMILES | MCL1 BIM primary | GLD-1 RNA inh | Bcl-xL primary | Efflux pump mplx | GRK2 inh | Fam108B inh | PME-1 primary | VLA-4 inh | MEX-5 binding
CCOc1ccccc1N1CC(C(=O)Nc2ccc(S(=O)(=O)N3CCCCC3)cc2)CC1=O (stereo unspecified) | -8 | 0 | -11 | 0.0 | 0 | 1 | 2 | -1 | 2.5
CCC(=O)c1c[nH]c(C(=O)NCCCN2CCOCC2)c1 | -7 | 8 | 8 | 0.0 | 0 | 1 | -6 | 6 | -1.6
COc1cccc(N2[C@@H](CC(=O)O)c3ccccc3S2(=O)=O)c1 | 4 | -2 | 8 | 0.0 | 3 | 6 | -4 | 8 | 1.3
Cc1cc(C(=O)NC2CCC(C)CC2)c(C)o1 (stereo unspecified) | 5 | 5 | 3 | 1.2 | 4 | 4 | 1 | -6 | 1.9
CCOC(=O)N1CCN(S(=O)(=O)c2ccc(C(=O)N(CCCN(C)C)c3nc4ccc(Cl)cc4s3)cc2)CC1 | 1 | 7 | 0 | -0.1 | 0 | 2 | 8 | 13 | 0.7
Cc1ccc(NC(=O)CN2C(=O)N/C(=C/c3ccc(C)s3)C2=O)cc1 | -90 | -70 | -24 | 0.0 | 0 | -11 | -27 | -34 | -16
Cc1cccn2c(=O)c3cc(C(=O)N4CCCC(C)C4)sc3nc12 (stereo unspecified) | -1 | 2 | -2 | 0.3 | 4 | 2 | -8 | -1 | -1.2
O=C1CSC(c2ccccc2[N+](=O)[O-])N1c1cccc(F)c1 (stereo unspecified) | -5 | 1 | -1 | -0.2 | 0 | 0 | 1 | 7 | 0.8
C1CC1Cc1noc(CN2CCN(C3C4CC5CC(C4)CC3C5)CC2)n1 (stereo unspecified) | 4 | -5 | 7 | -0.2 | 0 | -2 | -4 | 11 | 1.9
COc1ccccc1C(=O)NNC(=O)CCCN1C(=O)/C(=C/c2cccs2)SC1=S | 8 | 4 | 1 | 0.0 | 1 | -6 | 3 | -4 | -5.3
Cc1ccc2cc(NC(=O)Cc3ccccc3)ccc2n1 | 8 | -5 | 7 | 0.1 | 0 | -2 | -3 | 3 | 0.2
NC(=O)c1sc2nnc(-c3ccccc3)c(-c3ccccc3)c2c1N | -4 | -5 | 2 | 0.0 | 1 | -1 | 0 | -4 | -53*

The last four compounds of the section before are carried over, then new ones follow:
SMILES | MCL1 BIM primary | GLD-1 RNA inh | Bcl-xL primary | Efflux pump mplx | GRK2 inh | Fam108B inh | PME-1 primary | VLA-4 inh | MEX-5 binding
C1CC1Cc1noc(CN2CCN(C3C4CC5CC(C4)CC3C5)CC2)n1 (stereo unspecified) | 4 | -5 | 7 | -0.2 | 0 | -2 | -4 | 11 | 1.9
COc1ccccc1C(=O)NNC(=O)CCCN1C(=O)/C(=C/c2cccs2)SC1=S | 8 | 4 | 1 | 0.0 | 1 | -6 | 3 | -4 | -5.3
Cc1ccc2cc(NC(=O)Cc3ccccc3)ccc2n1 | 8 | -5 | 7 | 0.1 | 0 | -2 | -3 | 3 | 0.2
NC(=O)c1sc2nnc(-c3ccccc3)c(-c3ccccc3)c2c1N | -4 | -5 | 2 | 0.0 | 1 | -1 | 0 | -4 | -53*
NC(=O)C1CCN(c2nc(-c3ccc(Br)cc3)cs2)CC1 | -15 | 0 | -1 | 0.8 | 1 | 8 | 0 | -9 | -0.5
Cc1ccc(C)c(NC(=O)CN(C)C(=O)CN2C(=O)C3CCCCC3C2=O)c1 (stereo unspecified) | 1 | 1 | 0 | 0.0 | 3 | 0 | 3 | 13 | 2.6
COc1ccc(CCC(=O)NC(C)C)cc1 | 7 | 4 | 6 | 0.1 | 5 | 4 | 6 | -7 | 0.6
COc1ccc(NC(=O)Cn2c3ccccc3c3nc4n(c(=O)c32)CCS4)cc1OC | 2 | -12 | 3 | -0.1 | 0 | -5 | -3 | 1 | 0.4
CC(=O)Nc1cccc(C(=O)NC(C)c2ccc(S(N)(=O)=O)cc2)c1 (stereo unspecified) | 3 | -5 | 6 | -0.1 | 0 | 1 | -1 | 12 | 0.0
O=C(NCCc1ccccc1)c1ccccc1NC(=O)C1CCCCC1C(=O)O (stereo unspecified) | -5 | 0 | 3 | -0.1 | 1 | 2 | -5 | 2 | 0.2
Cc1nc2ccccn2c1C(=O)N/N=C/c1ccccc1 | 3 | -5 | 1 | 0.1 | 3 | -4 | -3 | 9 | -2.9
CCn1cc(CNC(=O)C2C3CCC(C3)C2C(=O)O)cn1 (stereo unspecified) | 4 | 2 | 6 | -0.1 | 40 | 3 | 0 | -2 | 0.3
Cc1ccc(C)c(-n2c(N)c(C(N)=O)sc2=S)c1 | 11 | 2 | 7 | -0.1 | 1 | 1 | 5 | -9 | 1.5
O=C(O)c1cc(N2C(=O)C3C4C=CC(C4)C3C2=O)ccc1N1CCOCC1 (stereo unspecified) | -6 | -3 | 0 | -0.2 | 2 | -3 | 0 | 16 | 1.7
O=C(CCN1CCN(C/C=C/c2ccccc2)CC1)Nc1ccccc1Cl | -1 | -1 | 4 | 0.0 | 2 | -4 | 5 | 4 | 0.2
O=C(O)COCC(=O)Nc1ccc2c(c1)oc1ccccc12 | / | / | / | 0.4 | 1 | / | / | 13 | -1.5

SMILES | MCL1 BIM primary | GLD-1 RNA inh | Bcl-xL primary | Efflux pump mplx | GRK2 inh | Fam108B inh | PME-1 primary | VLA-4 inh | MEX-5 binding
COCCn1cnc2c1c(=O)n(CC(=O)NC(=O)NC(C)(C)C)c(=O)n2Cc1ccccc1 | / | / | / | 0.2 | 0 | / | / | -8 | 0.4
CCS(=O)(=O)N1Cc2ccccc2CC1C(=O)N(C)CC(=O)Nc1cccc(F)c1 (stereo unspecified) | 5 | 5 | 4 | 0.0 | 0 | -2 | 1 | 8 | 2.0
COc1ccc(CCNCC(=O)N2C(C)CCCC2C)cc1OC (stereo unspecified) | 2 | -1 | 5 | -0.1 | 0 | 4 | -1 | 11 | -0.6
CC(=O)Nc1ccc(Nc2cc(C)c3ccccc3n2)cc1 | 6 | 11 | 4 | -0.3 | 0 | 0 | 15 | 7 | 0.5
CCCC(=O)NCCc1cc2c(C)ccc(C)c2[nH]c1=O | 10 | 5 | 1 | -0.1 | 0 | -1 | -1 | -7 | -0.2
O=C(COC(=O)c1ccc(S(=O)(=O)NCc2ccco2)cc1)NCc1ccccc1 | / | 8 | / | -0.2 | 7 | / | / | -3 | /
COC(=O)c1ccc(C(=O)NC(=S)Nc2nc3c(s2)CCCC3)cc1 | -1 | 5 | 1 | 0.4 | 12 | -5 | -4 | -1 | -1.1
O=[N+]([O-])c1cccnc1Oc1ccc(OCc2ccccc2)cc1 | -3 | 3 | 3 | 0.5 | 4 | 2 | -6 | -16 | -1.5
CC1(c2ccccc2)NC(=O)N(CC(=O)NCCC2=CCCCC2)C1=O (stereo unspecified) | -5 | 1 | -2 | 0.2 | 3 | -1 | -3 | 9 | -1.5
COC(=O)C(C)Sc1ccc2nnc(-c3cccc(F)c3)n2n1 (stereo unspecified) | -6 | -3 | 0 | 0.1 | 7 | 2 | 2 | 1 | 0.3
O=C(Nc1ccc(F)cc1)c1ccc(=O)[nH]n1 | 5 | -6 | 5 | 0.2 | 0 | -3 | -1 | 10 | 0.2
c1ccc(-c2cnn3nnnc3n2)cc1 | 1 | 2 | -7 | -0.1 | 10 | 2 | -5 | 11 | -1.1

SMILES | MCL1 BIM primary | GLD-1 RNA inh | Bcl-xL primary | Efflux pump mplx | GRK2 inh | Fam108B inh | PME-1 primary | VLA-4 inh | MEX-5 binding
CC(=O)Nc1ccc(NC(=O)CSc2nc(=O)n3cccc(C)c3n2)cc1 | -1 | 2 | 0 | 0.2 | 2 | 1 | -3 | 16 | 2.9
C/C(CC(=O)Nc1cccc(C(F)(F)F)c1)=N\NC(=O)c1ccncc1 | -1 | 0 | -1 | -0.1 | 1 | -2 | 2 | -5 | -1.5
CCOc1ccc(N=C(/C(C(=O)C(=O)N2CCOCC2)=C(\O)c2ccccc2)c2ccccc2)cc1 | 1 | 5 | 4 | 0.0 | 0 | 0 | -4 | -9 | -2.2
COc1cccc(OC)c1OCCN1CCN(C(=O)c2ccco2)CC1 | 1 | 0 | 1 | 0.1 | 1 | -5 | -4 | 0 | -0.3
OCCCc1nc2ccccc2n1CCc1ccccc1 | 1 | -6 | 0 | 0.6 | 3 | 2 | 1 | 6 | -0.9
OCCCc1nc2n(n1)C(c1cccs1)C=C(c1ccccc1)N2 (stereo unspecified) | + | 154* | 177* | 0.1 | 4 | -3 | 3 | i | ?
CC(NC(=O)c1ccccc1Cl)NC(=O)c1ccccc1Cl | / | / | / | 0.0 | 0 | / | / | 5 | 2.6
CC(Oc1ccccc1F)C(=O)Nc1ccc2ccccc2c1 (stereo unspecified) | -4 | 7 | 2 | 0.1 | 0 | -1 | 2 | 37 | 1.9
CCOC(=O)Cn1c(=N)n(CCOc2ccc(Br)cc2)c2ccccc21 | 4 | 7 | 0 | 0.0 | 1 | 2 | 9 | 2 | /
CCCCOC(=O)C(C)Oc1ccc(=O)n(-c2ccccc2)n1 (stereo unspecified) | -3 | -2 | -3 | 0.1 | 4 | -3 | 2 | 11 | -2.1
CC(=O)c1cccc(NC(=O)CCc2nnc3ccc(NCc4ccc5c(c4)OCO5)nn23)c1 | 1 | -7 | 4 | -0.1 | 0 | 6 | -11 | 0 | 1.1
Cc1ccc(N2CC(=O)N(CC(=O)O)C2=O)cc1 | 4 | -6 | 2 | 0.0 | 1 | 1 | -1 | 4 | -1.5

SMILES | MCL1 BIM primary | GLD-1 RNA inh | Bcl-xL primary | Efflux pump mplx | GRK2 inh | Fam108B inh | PME-1 primary | VLA-4 inh | MEX-5 binding
Cc1cc(C(=O)O)cc(S(=O)(=O)Nc2ccccc2C(=O)NC(C)c2ccccc2)c1C (stereo unspecified) | -1 | 3 | 3 | 0.0 | 0 | 0 | -1 | -8 | 2.6
CC1CN(Cc2ccccc2)c2nc3c(c(=O)n(CC(=O)O)c(=O)n3C)n2C1 (stereo unspecified) | 7 | 3 | 11 | 0.0 | 0 | -3 | 6 | 9 | 1.9
Cc1cccc(-c2nn(-c3ccccc3)cc2C(=O)NCC(c2cccs2)N2CCOCC2)c1 (stereo unspecified) | -1 | 1 | 6 | 0.0 | 1 | -3 | -3 | 6 | -3.2
O=C(CCC(=O)c1ccccc1)NCc1ccccc1 | 1 | 7 | 0 | 0.0 | 2 | 1 | 2 | -2 | -2.8
FC(F)Oc1ccccc1NC(=S)NCc1ccco1 | 7 | 0 | 7 | 0.0 | 0 | 1 | 2 | 6 | 0.3
O=C(C[n+]1cn(C(F)F)c2ccccc21)c1ccc(Br)cc1 | 3 | -3 | 2 | -0.1 | 1 | 2 | 6 | 14 | -1.2
COC(=O)NCC(c1ccc2c(c1)OCO2)N1CCN(c2ccc(OC)cc2)CC1 (stereo unspecified) | 3 | 2 | 5 | -0.1 | 1 | -4 | -2 | -4 | -0.6
COc1ccc(NC(=O)CCCCCN2C(=O)[C@@H]3Cc4ccccc4CN3C2=O)cc1Cl | 8 | 0 | 2 | -0.1 | 0 | -1 | 1 | 16 | -0.9
CN(C)C(=O)CSc1ccccc1C(=O)OCC(=O)NC1CC1 | -1 | 3 | -2 | -0.2 | 0 | / | 0 | -3 | /
